Screens deposited in PubChem BioAssay by several laboratories.
ERa coact inh = ERα–SRC-1 coactivator interaction inhibitors, primary screen, biochemical, TR-FRET, ERα LBD, estradiol-bound | inhibition, % at 25.6 µM | TR-FRET ER-alpha LBD / SRC-1 peptide | AID 629, 2007 | Estrogen receptor (Homo sapiens), P03372 | 86,000 tested, 1.7% active; in the data active = inhibition above about 50%;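 also: 0% = receptor plus peptide control and 100% = peptide only without receptor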
LYP inh 2 = PTPN22 phosphatase inhibitors, primary screen, biochemical, DiFMUP fluorescence, 2 µM; inhibition, % at 2 µM; recombinant LYP catalytic domain; 96,000 tested, 0.21% active; Tyrosine-protein phosphatase non-receptor type 22 (Homo sapiens), Q9Y2R2;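 active = inhibition at 2 µM at or above a set limit, the screen mean plus 3 SD, cut at about 24% in these data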;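 also: 0% = DMSO with enzyme and 100% = enzyme fully blocked by orthovanadate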
VCAM1 TNFa inh = inhibitors of TNFa-induced VCAM1 expression, primary screen, imaging, HUVEC, TNFa stimulus, immunofluorescence. inhibition, % at 2 µM. 95,000 tested, 0.48% active. HUVEC TNFa-induced VCAM-1 immunofluorescence, high-content imaging. AID 802, 2007;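 active = inhibition above the batch mean plus 3 SD, with images confirmed as a hit by eye, cut at about 37% in these data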;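 also: 0% = TNF-stimulated DMSO wells and 100% = unstimulated control wells; not every result past the cut was called active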
F-actin modifier = modifiers of F-actin cytoskeleton organization, primary screen, imaging, HUVEC, phalloidin staining, high-content imaging | HUVEC TNFa F-actin phalloidin imaging | inhibition, % at 2 µM | 91,000 tested, 0.18% active;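 active = inhibition above the batch mean plus 3 SD and confirmed as a hit by visual image inspection, cut at about 30% in these data, passing the limit was not always enough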; also: strong numbers were not always called active
PTK2B oligo ant = antagonists of Pyk2 self-association, primary screen, Q293 cells, FERM NanoBiT luminescence, HTS; z-score (the deposit names both 25 µM and 10 µM); active compounds read low; 99,000 tested, 0.83% active;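 active = Z-score of -3 or lower, scaled per plate to the spread of control and sample wells; inactive = z-score above -3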;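 also: negative z-score means lost luminescence so less FERM oligomerization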
Target sequence (Q14289 whole entry, looked up): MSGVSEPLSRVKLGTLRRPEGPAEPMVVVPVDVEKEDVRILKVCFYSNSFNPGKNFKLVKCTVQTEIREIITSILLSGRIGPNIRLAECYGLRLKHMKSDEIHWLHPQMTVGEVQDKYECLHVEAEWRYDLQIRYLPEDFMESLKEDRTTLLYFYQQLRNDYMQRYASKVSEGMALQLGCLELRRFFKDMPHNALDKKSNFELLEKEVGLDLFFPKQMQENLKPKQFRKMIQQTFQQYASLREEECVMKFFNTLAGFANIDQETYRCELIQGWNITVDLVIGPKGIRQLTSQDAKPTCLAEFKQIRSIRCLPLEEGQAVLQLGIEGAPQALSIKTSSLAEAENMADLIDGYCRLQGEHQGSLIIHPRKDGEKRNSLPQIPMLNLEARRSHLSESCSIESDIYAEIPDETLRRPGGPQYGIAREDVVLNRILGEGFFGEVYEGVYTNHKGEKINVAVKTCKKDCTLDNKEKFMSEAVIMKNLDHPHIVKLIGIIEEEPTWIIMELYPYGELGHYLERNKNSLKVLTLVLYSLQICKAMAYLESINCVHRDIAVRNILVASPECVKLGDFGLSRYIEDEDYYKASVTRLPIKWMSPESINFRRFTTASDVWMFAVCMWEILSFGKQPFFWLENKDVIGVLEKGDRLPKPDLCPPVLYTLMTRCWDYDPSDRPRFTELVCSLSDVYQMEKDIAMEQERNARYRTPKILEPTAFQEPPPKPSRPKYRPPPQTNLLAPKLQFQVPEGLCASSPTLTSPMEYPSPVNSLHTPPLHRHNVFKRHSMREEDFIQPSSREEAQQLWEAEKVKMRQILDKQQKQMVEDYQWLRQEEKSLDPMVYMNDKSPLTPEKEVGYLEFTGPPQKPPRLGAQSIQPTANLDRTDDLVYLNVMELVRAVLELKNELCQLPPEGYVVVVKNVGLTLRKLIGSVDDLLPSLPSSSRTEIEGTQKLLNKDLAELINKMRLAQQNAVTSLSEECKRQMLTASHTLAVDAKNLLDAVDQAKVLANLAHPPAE
FAK blocker = FAK kinase inhibitors, primary screen, biochemical | inhibition, %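 (tested at 7 µM)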 | 97,000 tested, 0.84% active | biochemical FAK kinase activity assay | AID 727, 2007 | Focal adhesion kinase 1 (Homo sapiens), Q05397; in the data active = inhibition above about 19%;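 also: 0% = DMSO and 100% = reference compound high control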
LYP act = LYP phosphatase activators, primary screen, biochemical, DiFMUP fluorescence, 2 µM. activation, % at 2 µM. 96,000 tested, 0.11% active. AID 697, 2007. Tyrosine-protein phosphatase non-receptor type 22 (Homo sapiens), Q9Y2R2. recombinant LYP; 0 = plate median, 100 = signal doubled;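 active = activation at 2 µM above a set limit, the mean plus 5 SD, cut at about 37% in these data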
HUVEC tox TNFa = cytotoxicity in TNFa-stimulated HUVEC, primary screen, cytotoxicity control for VCAM1 expression modulator project, imaging, Hoechst nuclei count. HUVEC TNFalpha-stimulated, Hoechst cell count. cell count reduction, % at 2 µM. 93,000 tested, 0.17% active. AID 848, 2007;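 active = cell count reduction exceeding the screen mean by over 5 SD, scaled to untreated wells per plate, cut at about 78% in these data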;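 also: cells counted after 24 h of TNF alpha exposure following the 1 h pretreatment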
IL1B cytotox = cytotoxicity in IL-1B stimulated HUVEC, primary screen, cytotoxicity control for IL-1B NFkB translocation project, imaging, Hoechst nuclear count, IL-1B stimulus. HUVEC cell count loss. cell count reduction, % at 2 µM. 94,000 tested, 0.41% active. AID 845, 2007;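 active = cell count reduction more than 3 SD above the screen-wide mean, cut at about 70% in these data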;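 also: normalized per plate to untreated control cells as the no-loss baseline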
* marks the source's active call; other numbers are inactive results; . = no result given; [ ] = dose if it differs, or a comment.

Short keys: A = ERa coact inh; B = LYP inh 2; C = VCAM1 TNFa inh; D = F-actin modifier; E = PTK2B oligo ant; F = FAK blocker; G = LYP act; H = HUVEC tox TNFa; I = IL1B cytotox
O=C1c2ccccc2NC(c2ccncc2)N1c1ccccn1 (configuration not stated)
  A: 6; B: -4; C: -19; D: -7; E: -0.01; F: 3; G: 2; H: 31; I: -6

CN(Cc1ccccc1)C(=O)CCC(=O)N(C)Cc1ccccc1
  A: -22; B: -2; C: -16; D: -8; E: -1.5; F: -2; G: 1; H: -39; I: -46

CCOC(=O)c1ccc(N2C(=O)CC(N3CCN(C(=O)c4ccco4)CC3)C2=O)cc1 (configuration not stated)
  A: -7; B: -4; C: 0; D: -13; E: 1.1; F: 2; G: 3; H: 32; I: -2

CCOc1ccccc1CNC(=O)CCNC(=O)Cn1ccc2ccccc2c1=O
  A: 10; B: 2; C: 7; D: -3; E: 0.78; F: -3; G: -1; H: 4; I: -3

O=C(c1ccco1)N1CCN(C(=O)c2cnn3cccnc23)CC1
  A: -20; B: 6; C: 26; D: 13; E: 0.39; F: -2; G: -4; H: -8; I: 17

O=C(Nc1ccccn1)c1ccc(COc2ccccc2Cl)o1
  A: -4; B: 0; C: 22; D: 12; E: -1.1; F: 2; G: -6; H: -21; I: -1

COC(=O)C1=C(N)Oc2cc(C)n(Cc3ccncc3)c(=O)c2C1c1cccnc1 (configuration not stated)
  A: -7; B: -2; C: 5; D: 5; E: -0.32; F: -3; G: 6; H: -6; I: 14

CC1CCN(C(=O)CN2C(=O)C(C)(C)Oc3ccc(C(=O)NC4CCCC4)cc32)CC1
  A: -12; B: -6; C: 1; D: 3; E: 0.38; F: -3; G: 9; H: -3; I: 21

Cc1cccc(NC(=O)c2cc(NC(=O)c3ccccc3)ccc2N2CCCCC2)c1
  A: 9[fluorescence artefact?]; B: -7; C: 13; D: -34; E: 2.2; F: -2; G: 11; H: 2; I: -6

COc1ccc(C(=O)NCc2nnc(SCC(=O)N3CCCCC3)o2)cc1OC
  A: 0[fluorescence artefact?]; B: -10; C: 14; D: 4; E: 0.06; F: 0; G: 14; H: -18; I: -43

Short keys: A = ERa coact inh; B = LYP inh 2; C = VCAM1 TNFa inh; D = F-actin modifier; E = PTK2B oligo ant; F = FAK blocker; G = LYP act; H = HUVEC tox TNFa; I = IL1B cytotox
CCn1cc(C(=O)NC(=S)Nc2cccc(O)c2)cn1
  A: .; B: -12; C: -12; D: -10; E: -0.22; F: -1; G: 7; H: -5; I: 0

O=C(O)/C=C\C(=O)NCc1ccccc1
  A: .; B: 9; C: 8; D: 40; E: 0.98; F: -6; G: -6; H: -28; I: 11

COc1ccc(NC(=O)c2ccc(CNS(=O)(=O)c3cccc(OC)c3)cc2)cc1
  A: .; B: 1; C: -47; D: 4; E: 1.5; F: -1; G: -1; H: -19; I: -2

O=C(c1ccc(CN2CCc3ccccc3C2)cc1)N1CCN(c2ccc(F)cc2)CC1
  A: .; B: 8; C: .; D: .; E: 0.8; F: 2; G: -2; H: .; I: .

O=C(CN1C(=O)c2cccc3cccc1c23)NCc1ccccn1
  A: -7; B: 14; C: 1; D: 9; E: -0.14; F: 2; G: -14; H: -25; I: 13

O=C1CC(Sc2nnnn2C2CCCCC2)C(=O)N1c1ccccc1 (configuration not stated)
  A: .; B: -7; C: 9; D: 7; E: 0.78; F: 2; G: 7; H: -5; I: -40

CC(C)(C)c1nc2scc(-c3ccc(Cl)cc3)c2c(=O)o1
  A: -6; B: -3; C: 6; D: -5; E: -0.37; F: -2; G: 5; H: 0; I: -11

COc1cccc(NC(=O)CSc2nc(C)cs2)c1
  A: .; B: -3; C: 10; D: -33; E: 0.68; F: 0; G: 5; H: 15; I: 1

Cc1nc2nc[nH]n2c(=O)c1CC(=O)O
  A: .; B: -4; C: -5; D: 10; E: 0.48; F: 1; G: 2; H: -31; I: -5

COc1ccc(OC)c(C2C(C(N)=O)=C(C)Nc3nc(-c4cccc(Cl)c4)nn32)c1 (configuration not stated)
  A: 0; B: -3; C: 8; D: 58; E: -0.6; F: 7; G: 3; H: -15; I: -18

Short keys: A = ERa coact inh; B = LYP inh 2; C = VCAM1 TNFa inh; D = F-actin modifier; E = PTK2B oligo ant; F = FAK blocker; G = LYP act; H = HUVEC tox TNFa; I = IL1B cytotox
CCCCOc1ccc(C)cc1CN(CCO)CCO
  A: -1; B: -1; C: -17; D: 4; E: 0.28; F: 0; G: 3; H: .; I: 4

Nn1c(SCc2ccccc2)nnc1-c1ccccn1
  A: 11; B: -5; C: 16; D: -3; E: 1; F: 2; G: 2; H: -14; I: 13

Cc1cc(=O)c2cc(Br)ccc2[nH]1
  A: 3; B: 2; C: 1; D: 2; E: 0.48; F: -1; G: -5; H: -30; I: -45

Cc1ccccc1CN1CCN(CC(=O)NCCCN2CCN(c3ccc(F)cc3)CC2)C1=O
  A: -5; B: 5; C: 7; D: 43; E: 2.4; F: -5; G: -6; H: -28; I: -6

c1ccc2c(SCc3cn4cccnc4n3)ncnc2c1
  A: -4; B: 7; C: 4; D: 0; E: 0.11; F: 2; G: -3; H: -16; I: 0

COC(=O)c1c(-c2cccs2)csc1NC(=O)CN1CCOCC1
  A: 10; B: 3; C: -13; D: -5; E: -1.4; F: 9; G: 1; H: 13; I: 21

CCCCc1cc(=O)oc2cc(OCC(=O)N3CCc4ccccc43)ccc12
  A: 18[fluorescence artefact?]; B: 3; C: -1; D: 4; E: 1.7; F: -2; G: -1; H: 0; I: 4

COc1cccc(CNCc2ccccn2)c1OC
  A: 0; B: 1; C: 6; D: -35; E: -0.49; F: 3; G: 0; H: 3; I: -24

Cc1cc(C)n2c(Nc3ccc4c(c3)OCCO4)c(-c3ccc(C)o3)nc2n1
  A: -10[fluorescence artefact?]; B: 2; C: 6; D: -2; E: .; F: -3; G: -5; H: -16; I: -1

CC(C)(C)NC(=O)C1CCC(C)(C(=O)O)C1(C)C (configuration not stated)
  A: -17; B: -21; C: -8; D: 6; E: 1.7; F: -1; G: 14; H: 0; I: -38

Short keys: A = ERa coact inh; B = LYP inh 2; C = VCAM1 TNFa inh; D = F-actin modifier; E = PTK2B oligo ant; F = FAK blocker; G = LYP act; H = HUVEC tox TNFa; I = IL1B cytotox
C=CCOc1ccc(CNC(C)(C)C)cc1OC
  A: .; B: -1; C: 28; D: -5; E: -0.06; F: -4; G: 5; H: 4; I: 9

COc1ccc(C(=O)Nc2cccc(OC)c2)cc1
  A: 9[fluorescence artefact?]; B: 8; C: 11; D: 3; E: 1.1; F: 7; G: -9; H: -16; I: -18

COc1ccc(-c2cn[nH]c2N)cc1OC
  A: -1; B: 0; C: 19; D: -8; E: -0.19; F: 1; G: 1; H: -10; I: 10

CCc1c(O)nc(SCC(=O)Nc2ccccc2OC)[nH]c1=O
  A: -2[fluorescence artefact?]; B: -1; C: 14; D: 17; E: 0.33; F: -9; G: -1; H: -21; I: 2

CN1C(=O)NC(NC(=O)c2ccncc2)(C(F)(F)F)C1=O (configuration not stated)
  A: 0; B: 8; C: 15; D: -5; E: 0.22; F: -1; G: -10; H: -12; I: -30

Cc1cc(C)nc(NC(=O)c2cccc(Cl)c2)n1
  A: -6[fluorescence artefact?]; B: 9; C: 0; D: 10; E: 0.87; F: -1; G: -9; H: -23; I: -1

Cc1ccc(CN2CCN(CC(=O)NCCCN3CCN(c4ccc(F)cc4)CC3)C2=O)cc1
  A: -2; B: 11; C: 11; D: -11; E: 2.5; F: -4; G: -9; H: -3; I: -4

COc1cccc(Nc2nnc(SCC(=O)N(CC(C)C)CC(C)C)s2)c1
  A: 1; B: 3; C: 9; D: -18; E: -1.7; F: 4; G: 0; H: 10; I: -6

COc1ccc(OC)c(C2=NOC(C(=O)NCc3ccco3)C2)c1 (configuration not stated)
  A: -3; B: 5; C: -7; D: -14; E: 1; F: -3; G: -6; H: 7; I: 22

CC(Sc1ncnc2ccccc12)C(=O)Nc1ccc2c(c1)OCO2 (configuration not stated)
  A: -8; B: -3; C: 14; D: 3; E: 0.57; F: 4; G: 0; H: -35; I: -34

Quoted at random: 7 compounds from above
Short keys: A = ERa coact inh; B = LYP inh 2; C = VCAM1 TNFa inh; D = F-actin modifier; E = PTK2B oligo ant; F = FAK blocker; G = LYP act; H = HUVEC tox TNFa; I = IL1B cytotox
Cc1cc(C)nc(NC(=O)c2cccc(Cl)c2)n1
  A: -6[fluorescence artefact?]; B: 9; C: 0; D: 10; E: 0.87; F: -1; G: -9; H: -23; I: -1

COc1cccc(Nc2nnc(SCC(=O)N(CC(C)C)CC(C)C)s2)c1
  A: 1; B: 3; C: 9; D: -18; E: -1.7; F: 4; G: 0; H: 10; I: -6

COc1ccc(C(=O)Nc2cccc(OC)c2)cc1
  A: 9[fluorescence artefact?]; B: 8; C: 11; D: 3; E: 1.1; F: 7; G: -9; H: -16; I: -18

COc1ccc(OC)c(C2=NOC(C(=O)NCc3ccco3)C2)c1 (configuration not stated)
  A: -3; B: 5; C: -7; D: -14; E: 1; F: -3; G: -6; H: 7; I: 22

COc1ccc(-c2cn[nH]c2N)cc1OC
  A: -1; B: 0; C: 19; D: -8; E: -0.19; F: 1; G: 1; H: -10; I: 10

C=CCOc1ccc(CNC(C)(C)C)cc1OC
  A: .; B: -1; C: 28; D: -5; E: -0.06; F: -4; G: 5; H: 4; I: 9

CC(Sc1ncnc2ccccc12)C(=O)Nc1ccc2c(c1)OCO2 (configuration not stated)
  A: -8; B: -3; C: 14; D: 3; E: 0.57; F: 4; G: 0; H: -35; I: -34

Continuation:
Short keys: A = ERa coact inh; B = LYP inh 2; C = VCAM1 TNFa inh; D = F-actin modifier; E = PTK2B oligo ant; F = FAK blocker; G = LYP act; H = HUVEC tox TNFa; I = IL1B cytotox
COc1cccc(N(CC(=O)Nc2cccc(N(C)S(C)(=O)=O)c2)S(C)(=O)=O)c1
  A: -32; B: 6; C: 0; D: 6; E: -0.34; F: -1; G: -7; H: -22; I: -4

CCCCc1ccc(NC(=O)CSCc2cc(=O)[nH][nH]2)cc1
  A: -1; B: 12; C: 2; D: .; E: 0.64; F: 8; G: -10; H: -43; I: 9

CCOC(=O)C1CCN(CC(O)COc2ccc(C(C)(C)C)cc2)CC1 (configuration not stated)
  A: 0; B: -1; C: -4; D: -11; E: -0.19; F: -3; G: 0; H: 1; I: -17

O=C(c1c[nH]c(C(=O)C(Cl)(Cl)Cl)c1)c1ccccc1Cl
  A: -4; B: 5; C: 3; D: -2; E: 0.33; F: 2; G: -7; H: 0; I: -16

CCC1(c2cccc(Cl)c2)NC(=O)N(Cc2cc(C(=O)OC)c(C)o2)C1=O (configuration not stated)
  A: 6; B: -3; C: 12; D: 44; E: 0.02; F: -5; G: 1; H: -40; I: -8

O=C1Cn2c(nc3ccccc32)-c2ccccc2N1
  A: 4; B: -6; C: .; D: .; E: -0.59; F: 7; G: 6; H: .; I: .

CC(C)(C)OC(=O)N1CCC[C@H]1c1nnc(SCc2ccccc2Cl)o1
  A: -9; B: -4; C: -29; D: -8; E: -1.4; F: 0; G: 3; H: -9; I: -80

Cn1cnc2c1c(=O)n(Cc1ccccc1)c(=O)n2C
  A: -1; B: -2; C: 8; D: 15; E: .; F: .; G: 0; H: -28; I: -10

C=CCNC(=O)C1CC(=O)N(c2ccc(Br)cc2)C1 (configuration not stated)
  A: -4; B: -10; C: -3; D: -4; E: -0.64; F: -3; G: 10; H: 4; I: 15
